# Compound activity as filed in PubChem.
# USP28 inh: inhibitors of human USP28 deubiquitinase; Q96RU2; purified USP28, Ub-rhodamine cleavage fluorescence, 30 min; inhibition, % at 25 µM; actives 3% (n = 47,000)
# USP17 block: human USP17-like deubiquitinase inhibition; A8MUK1; purified USP17, Ub-rhodamine cleavage fluorescence, 3 h; inhibition, % at 50 µM; actives 6.5% (n = 47,000)
# USP10 inh: human USP10 deubiquitinase inhibition | inhibition, % at 20 µM | AID 1645856 | purified USP10, Ub-rhodamine fluorescence, 60 min | actives 1.1% (n = 47,000) | Q14694
# Target sequence (Q14694 whole entry, looked up): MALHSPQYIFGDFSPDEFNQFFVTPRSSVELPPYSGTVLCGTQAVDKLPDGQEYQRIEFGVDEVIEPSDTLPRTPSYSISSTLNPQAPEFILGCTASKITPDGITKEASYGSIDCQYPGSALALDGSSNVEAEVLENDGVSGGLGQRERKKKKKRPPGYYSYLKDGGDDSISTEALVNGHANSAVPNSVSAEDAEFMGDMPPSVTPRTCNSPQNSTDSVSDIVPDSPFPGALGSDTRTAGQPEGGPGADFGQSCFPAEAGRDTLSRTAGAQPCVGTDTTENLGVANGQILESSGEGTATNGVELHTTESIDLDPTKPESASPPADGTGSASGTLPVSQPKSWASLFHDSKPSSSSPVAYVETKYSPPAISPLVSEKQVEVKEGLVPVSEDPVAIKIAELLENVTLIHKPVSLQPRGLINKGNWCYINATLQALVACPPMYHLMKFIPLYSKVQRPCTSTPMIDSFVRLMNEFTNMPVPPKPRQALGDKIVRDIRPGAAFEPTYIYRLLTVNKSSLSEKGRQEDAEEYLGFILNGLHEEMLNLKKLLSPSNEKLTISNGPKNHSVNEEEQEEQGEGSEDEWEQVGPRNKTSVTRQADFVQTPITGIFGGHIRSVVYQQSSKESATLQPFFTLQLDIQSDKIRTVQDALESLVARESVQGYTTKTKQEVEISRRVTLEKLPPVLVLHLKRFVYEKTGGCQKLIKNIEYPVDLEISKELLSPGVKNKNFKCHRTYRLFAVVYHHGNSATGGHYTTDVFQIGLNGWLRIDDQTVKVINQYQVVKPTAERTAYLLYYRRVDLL
# USP7 inh: blocks human USP7 ubiquitin-rhodamine cleavage. purified USP7, Ub-rhodamine cleavage fluorescence. inhibition, % at 20 µM. actives 0.3% (n = 47,000). AID 1645854
# USP30 inh: human USP30 deubiquitinase inhibition; Q70CQ3; purified USP30, Ub-rhodamine cleavage fluorescence; inhibition, % at 25 µM; actives 5.3% (n = 47,000)
# USP8 block: human USP8 deubiquitinase inhibition; P40818; purified USP8, Ub-rhodamine cleavage fluorescence, 30 min; inhibition, % at 20 µM; actives 4.2% (n = 47,000); AID 1645853
# OTUD3 block: inhibitors of human OTUD3 deubiquitinase; AID 1645858; actives 0.7% (n = 47,000); purified OTUD3, Ub-rhodamine fluorescence, 2 h; Q5T2D3; inhibition, % at 25 µM
# UCHL1 inh: inhibitors of human UCHL1 deubiquitinase; P09936; purified UCHL1, Ub-rhodamine cleavage fluorescence; inhibition, % at 20 µM; actives 0.2% (n = 47,000)
# The depositor's hits bear a star; i = inactive; nt = no result given. No stated cut-off is given here; in the data, active means inhibition above about 30%; inactive means the rest. Compounds as they come; 13% or so of the library scored in one or more.
SMILES,USP28 inh,USP17 block,USP10 inh,USP7 inh,USP30 inh,USP8 block,OTUD3 block,UCHL1 inh
CCc1ccc(NC(=O)CSc2nnc(CNC(=O)c3ccco3)o2)cc1,8,-6,1,0,-1,-8,7,0
COc1cccc(NC(=O)CSc2nc(-c3ccco3)nc3cc(=O)[nH]n23)c1,12,-15,6,6,-50,-32,-6,-1
O=C(COc1ccccn1)N(Cc1ccccc1)C1CCS(=O)(=O)C1 (stereo not given),-15,0,3,0,19,4,-2,-1
Cc1cc(C(=O)N2CCN(c3ccc(CN4CCC(N(C)C)CC4)cn3)CC2)n(C(C)(C)C)n1,-7,-2,2,2,-12,-194,-3,0
O=C(Nc1ccc(F)c(F)c1)c1ccc2c(c1)ncn2CCN1CCCC1,10,1,-4,-18,10,0,4,0
CC(=O)Nc1ccc(S(=O)(=O)NCc2ccc(C(=O)NCCc3ccc(Cl)cc3)cc2)cc1,92*,17,17,8,96*,4,6,6
O=C(Cn1cc(C(=O)C(F)(F)F)c2ccccc21)N1CCc2ccccc21,28,52*,16,10,37*,68*,23,2
CC(C)N1CCc2c(sc3c2C(=O)NC(c2ccc(O)cc2)N3)C1 (stereo not given),nt,-182,-2,-112,nt,-21,1,-145
COCCCNC(=O)c1ccc(Cn2c(=O)c3ccccc3n(CC(=O)NC3CCCCC3)c2=O)cc1,20,62*,1,2,46*,0,21,-2
NCC1CCC(C(=O)O)CC1 (stereo not given),nt,10,2,2,nt,0,-2,1
O=C(Cn1c(=O)n(CCC(=O)NC2CCCC2)c(=O)c2ccccc21)NCc1ccccc1Cl,-5,10,28,-2,21,14,11,0
CSc1cccc(NC2c3ccccc3C(=O)N2c2ccccc2C)c1 (stereo not given),44*,19,6,3,10,2,6,7
O=C(NC1CC1)C1c2ccccc2C(=O)N(Cc2ccccc2)C12CCCC2 (stereo not given),10,9,0,-6,16,24,15,1
O=C(c1cc(C2CC2)on1)N1CCc2ccccc2C1,0,-5,-4,-4,-33,-4,-3,-2
CN1CCN(CCNC(=O)c2cnn3c4c(cnc23)CCCCCC4)CC1,2,-16,2,2,7,-3,-3,0
CCN1CCc2c(cccc2-n2nnc(C(=O)NC3CCCCC3)c2C)C1,-19,-12,-7,-6,-52,-13,-12,-1
CS(=O)(=O)c1ccccc1CN1CCC(N(Cc2ccco2)C(=O)c2cccnc2)CC1,1,3,-3,-5,5,1,7,2
Cc1ccc(CN(C)C(=O)Cn2nc(C)c(S(=O)(=O)N3CCc4ccccc43)c2C)o1,16,10,-2,2,3,25,5,5
Cc1nc(N(C)C)cc(N2CCN(C(=O)Nc3ccc4c(c3)OCCO4)CC2)n1,2,nt,-2,6,-14,-116,0,5
O=C(Nc1ccccn1)C1CCN(S(=O)(=O)c2ccc(Cl)cc2)CC1,3,-1,3,-4,4,12,8,3
COc1ccc(CC(=O)Nc2cccc(N3CCCS3(=O)=O)c2)cc1OC,-17,-3,-2,4,-13,-2,-2,4
CC(C)c1nc(C2CCCN2CC(=O)N(C)C2CC2)no1 (stereo not given),-86,-90,-3,-21,-319,-13,-69,-20
Cc1cccc(OCC(=O)NCc2cc(-c3ccccc3F)on2)c1,18,42*,7,1,42*,9,16,8
CC(C)c1ccc(NC(=O)C2CCCN(S(=O)(=O)Cc3cccc(Cl)c3)C2)cc1 (stereo not given),-12,3,7,4,-14,-1,-6,-3
CC1(C)C(=O)Nc2ccc(S(=O)(=O)Nc3ccccc3)cc21,-3,0,2,0,15,4,1,2
CN1[C@@H](CCC(=O)Nc2ccccc2)CNC(=O)[C@@H]2[C@H]1CCN2Cc1ncc[nH]1,5,-34,0,0,-11,-3,2,-1
O=C(CN1C(=O)c2ccccc2Sc2ccc(C(=O)N3CCCC3)cc21)NCc1ccco1,-26,0,-3,-6,-134,-67,-7,-7
O=C(NC1CCCC1)c1ccccc1N1C(=O)[C@@H]2Cc3c([nH]c4ccccc34)C(c3ccccc3)N2C1=O (stereo not given in full),-37,-8,-9,-7,-142,-1,-33,-10
Cc1ccc(CNC(=O)[C@H](C)N2C(=O)N3CCc4c([nH]c5ccccc45)[C@@]3(C)C2=O)cc1,-20,-15,18,-4,-4,-16,-11,-6
Cc1ccc(N(Cc2nc3nc(C)cc(C)n3n2)S(=O)(=O)c2ccccc2)cc1,3,8,-2,1,24,11,10,1
COc1ccc2c(C)nc(N3CCC(N4CCC(C(O)Cc5ccccc5)CC4)CC3)nc2c1 (stereo not given),-17,-22,-4,-2,-23,-15,-16,-3
O=C(NCCCN1CCCC1=O)c1cc2occc2c(Nc2ccc(F)cc2)n1,-11,-4,2,-4,-5,0,-8,-5
O=C(Nc1nnc(C2CC2)s1)N1CCCCCC1c1ccncc1 (stereo not given),-8,-6,1,-7,2,0,-3,-4
CC(C)c1cc(C(=O)N2CCOCC2)c(NC(=O)CSc2ccccc2)s1,1,0,-3,-54,-5,-15,1,-1
CCOc1ccc(CCNC(=O)c2cnc(N3CCOCC3)c3ccccc23)cc1OCC,21,-10,-2,-5,5,5,-4,-1
Cc1nc2n(n1)CCN(C(=O)c1ccc(Cc3c(C)noc3C)o1)C2,0,-1,0,11,11,7,5,5
N#Cc1cccc(CSc2nnc3c4ccccc4nc(-c4ccco4)n23)c1,-9,8,2,8,-93,-10,-19,0
CC(C(=O)Nc1ccc(F)c(F)c1)N(c1ccc(Oc2ccccc2)cc1)S(C)(=O)=O (stereo not given),16,12,6,7,11,24,7,5
COc1ccccc1C1c2[nH]c3ccccc3c2C[C@H]2C(=O)N(CCCc3ccccc3)CC(=O)N12 (stereo not given in full),-72,-58,-3,-15,-220,-30,-28,-17
c1ccc2c(-c3nc(C4CC4)no3)nnc(NCCCn3cccn3)c2c1,-6,-6,2,-6,-12,5,-6,-2
O=C(Nc1ccc(Br)cn1)c1nc2ccccc2nc1N1CCCCC1,-257,-149,-7,-21,i,-70,-190,-15
Cc1cc(F)ccc1NC(=O)c1cc2n(n1)CCCC2,-23,0,-2,0,-5,-1,-3,-3
COc1cc(NC(=O)Cc2ccc3c(c2)OCCO3)c(OC)cc1Cl,22,28,21,15,45*,49*,8,4
CCc1ncc(CN2CCC3(CC2)CN(S(C)(=O)=O)Cc2ccccc2O3)cn1,0,8,0,2,4,6,3,4
CC(C)Cn1c(=O)c2sccc2n2c(=O)n(Cc3ccccc3F)nc12,-8,-2,5,-8,7,0,9,4
O=C(Nc1ccc(F)cc1)N1CCCC(c2nc(-c3ccncc3)n[nH]2)C1 (stereo not given),-10,-3,0,0,-3,-7,-12,-3
O=C(CCCCn1c(=O)c2ccccc2n(CC(=O)Nc2ccc3c(c2)OCCO3)c1=O)NCc1ccco1,14,16,43*,7,27,3,8,0
O=C(NCCn1ccc2ccccc21)C(=O)c1cn(CC(=O)N2CCOCC2)c2ccccc12,-41,-26,-4,-1,-54,-36,-25,-4
Cc1nc2ccccc2n(CC(=O)NCc2ccc(OC(C)C)cc2)c1=O,-139,-7,-4,-7,i,2,-69,-4
N#Cc1cccc(C(=O)N2CCc3nc(-c4ccccn4)nc(N4CCOCC4)c3C2)c1,9,0,-2,0,25,-31,15,1

# 2 compounds from above with just USP10 inh:
mol | USP10 inh
Cc1nc2ccccc2n(CC(=O)NCc2ccc(OC(C)C)cc2)c1=O | -4
CSc1cccc(NC2c3ccccc3C(=O)N2c2ccccc2C)c1 (stereo not given) | 6

# The results go on.
SMILES,USP28 inh,USP17 block,USP10 inh,USP7 inh,USP30 inh,USP8 block,OTUD3 block,UCHL1 inh
O=C(NCc1ccccc1Cl)C1(c2cccc(F)c2)CCCC1,-15,-4,1,-1,3,0,2,-2
CCn1c(=O)c(CCC(=O)N2CCN(c3ccccc3)CC2)c(C)c2c(C)nn(-c3ccccc3)c21,-3,0,2,0,-19,-1,-3,0
Cc1ccc(S(=O)(=O)NC2=NCN(CCc3ccccc3)CN2)cc1,-3,5,5,0,12,21,5,-1
O=C(CN1C[C@@H](c2cccc(F)c2)[C@@]2(CCCC(=O)N2)C1)Nc1ccnn1C1CCCC1,-4,-8,0,-1,7,-6,-6,-2
O=C(C1CCOC1)N1CCC2(CC1)CN(c1cccnc1)c1ccccc12 (stereo not given),26,nt,1,6,49*,-13,22,3
COc1cc2c(c(OCC(=O)Nc3ccc4c(c3)OCCO4)c1)C(=O)O[C@@H](C)CCCC(=O)CCCCC2,18,22,32*,3,51*,68*,27,1
Cc1cc(F)ccc1NC(=O)Cn1c(=O)c2cccnc2n(-c2ccccc2)c1=O,-57,-32,1,0,-191,2,-49,-1
COC(=O)c1cccc(Nc2c(-c3cccc(O)c3)nc3cnccn23)c1,-18,-42,-8,-17,-122,-8,-26,-22
O=C(NCCN1CCOCC1)C1CCN(S(=O)(=O)c2ccc(Cl)cc2)CC1,6,14,-2,4,35*,23,10,0
COC[C@@H]1CC[C@H]2[C@H](CCN2C(=O)NCc2cccnc2)O1,-11,-18,-6,-6,-25,-46,-8,-4
CCN1CCN(C(=O)Cn2cc(C)nn2)CC(Cc2ccc(-c3ccccc3F)cc2)C1=O (stereo not given),3,3,-1,0,0,3,1,0
O=C(c1cc2ccccc2oc1=O)N(c1ccccn1)C1CCCCC1,-10,-8,0,-4,-5,1,-5,-4
Cc1nc(SCc2ccccc2)nc2c1CCN2c1ccccc1,-3,6,1,4,24,0,7,5
O=S(=O)(c1ccccc1F)N1CCn2cccc2C1c1ccccc1F (stereo not given),-41,nt,-8,-9,-139,-211,-40,-5

# Grouped by structure: the compounds so far containing a furan ring, fused or not.
SMILES,USP28 inh,USP17 block,USP10 inh,USP7 inh,USP30 inh,USP8 block,OTUD3 block,UCHL1 inh
CCc1ccc(NC(=O)CSc2nnc(CNC(=O)c3ccco3)o2)cc1,8,-6,1,0,-1,-8,7,0
COc1cccc(NC(=O)CSc2nc(-c3ccco3)nc3cc(=O)[nH]n23)c1,12,-15,6,6,-50,-32,-6,-1
CS(=O)(=O)c1ccccc1CN1CCC(N(Cc2ccco2)C(=O)c2cccnc2)CC1,1,3,-3,-5,5,1,7,2
Cc1ccc(CN(C)C(=O)Cn2nc(C)c(S(=O)(=O)N3CCc4ccccc43)c2C)o1,16,10,-2,2,3,25,5,5
O=C(CN1C(=O)c2ccccc2Sc2ccc(C(=O)N3CCCC3)cc21)NCc1ccco1,-26,0,-3,-6,-134,-67,-7,-7
O=C(NCCCN1CCCC1=O)c1cc2occc2c(Nc2ccc(F)cc2)n1,-11,-4,2,-4,-5,0,-8,-5
Cc1nc2n(n1)CCN(C(=O)c1ccc(Cc3c(C)noc3C)o1)C2,0,-1,0,11,11,7,5,5
N#Cc1cccc(CSc2nnc3c4ccccc4nc(-c4ccco4)n23)c1,-9,8,2,8,-93,-10,-19,0
O=C(CCCCn1c(=O)c2ccccc2n(CC(=O)Nc2ccc3c(c2)OCCO3)c1=O)NCc1ccco1,14,16,43*,7,27,3,8,0
